MK inhibit – S. pneumoniae MK inhibitors, primary screen, biochemical, PK/LDH-coupled NADH absorbance; purified MK, PK/LDH-coupled NADH absorbance 340 nm; inhibition, % at 10 µM; 65,000 compounds, 0.48% hits; AID 555, 2006;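 active means ranked among the strongest by inhibition in the single 10 µM screen, a fixed top-ranked set picked for dose follow-up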; further: no value below 0 was filed
Bfl-1 inhibitors – Bfl-1 inhibitors, primary screen, biochemical, fluorescence polarization, FITC-Bid, mouse (AID 432); Bcl-2-related protein A1 (Mus musculus); FITC-Bid BH3 peptide fluorescence polarization displacement; higher % means a stronger effect; displacement, % at 20 µM, or IC50 in µM where a hit was titrated; 64,000 compounds, 0.02% hits; in the data active means a potency from the dose series; inactive means the rest, 99 in 100 with displacement below about 15%; further: strong numbers were not always called active
Spn PMK inh – S. pneumoniae PMK inhibitors, primary screen, biochemical, mevalonate pathway, pilot trial included; inhibition, % at 10 µM; 65,000 compounds, 0.49% hits; AID 539, 2006; phosphomevalonate kinase (Streptococcus pneumoniae D39); purified PMK, PK/LDH-coupled NADH absorbance 340 nm;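 active means top-ranked compounds by inhibition in the single 10 µM screen, taking a fixed number of the strongest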;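 further: 0% = full reaction with DMSO carrier and 100% = background rate without enzyme reaction; no value below 0 was filed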
LYP phosphatase – LYP phosphatase inhibitors, primary screen, biochemical, DiFMUP fluorescence, recombinant catalytic domain, 10 µM (AID 606) | Tyrosine-protein phosphatase non-receptor type 22 (Homo sapiens) | recombinant LYP catalytic domain, DiFMUP fluorescence; higher % means a stronger effect | inhibition, % at 10 µM; hits with a dose series show IC50 in µM | 52,000 tested, under 10 active;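 active means IC50 under 40 µM in the dose-response test; inactive means IC50 of 40 µM or more, or never dose-tested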
HT1080 viability – cytotoxicity in HT1080 fibrosarcoma cells, cell-based, fluorescence readout (AID 620); 87,000 compounds, 0.42% hits; one-dose cytotoxicity, % at 10 µM; EC50 in µM for titrated hits; HT1080 viability, fluorescence; higher % means a stronger effect;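 further: cells exposed to compound overnight then 4 h with Alamar Blue; 0% = vehicle DMSO and 100% = killing control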
Spn DPM-DC inh – S. pneumoniae DPM-DC inhibitors, primary screen, biochemical, PK/LDH-coupled NADH fluorescence | 65,000 compounds, 0.49% hits | purified DPM-DC | calls only at 10 µM | AID 556, 2006 | diphosphomevalonate decarboxylase (Streptococcus pneumoniae D39);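 active means the 320 compounds with the highest percent inhibition in the single-dose primary screen, excluding strongly autofluorescent ones, cut at about 32% in these data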;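 further: kinetic rate of NADH fluorescence loss reporting ADP formed by the decarboxylase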
TNAP inhibition – human TNAP enzyme inhibitors, biochemical, luminescent (AID 518); purified TNAP enzyme, luminescent substrate readout; higher % means a stronger effect; inhibition, % at 20 µM, or IC50 in µM where a hit was titrated; 64,000 compounds, 0.09% hits; in the data active means a potency from the dose series; inactive means the rest, 99 in 100 with inhibition below about 22%;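 further: plate controls were vehicle for no effect and reference inhibitor for full effect; many of its hits are not listed in these tables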
HPDE-C7 cytotoxicity – cytotoxicity in HPDE-C7 cells, cell-based, fluorescence, HTS (AID 430); HPDE-C7 pancreatic duct cells viability, fluorescence; higher % means a stronger effect; cytotoxicity, % at 10 µM, or EC50 in µM where a hit was titrated; 63,000 compounds, 1.8% hits;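 further: cells exposed to compound for 48 hours before viability readout; 0% = vehicle and 100% = reference cytotoxic drug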
KRASV12 cytotoxicity – cytotoxicity in KRAS-transformed pancreatic duct cells, primary screen, cell-based, fluorescence, HTS (AID 431); HPDE-C7K KRASV12 cells, Alamar Blue viability, 48 h; higher % means a stronger effect; cytotoxicity, % at 10 µM, or EC50 in µM where a hit was titrated; 63,000 compounds, 1.7% hits;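 active means compounds whose percent cytotoxicity in the single-dose primary screen, scaled between solvent and toxic-drug controls, exceeds 50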;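 further: 0% = DMSO solvent wells and 100% = doxorubicin-treated wells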
Spn PMK inh pilot replicates – recorded beside Spn PMK inh, whose call it bears; inhibition, %; measured here: pilot screen replicates
MK inhibit pilot replicates – second read-out of MK inhibit, no call of its own (marks repeat the call); inhibition, %; measured here: pilot screen replicates
Spn DPM-DC inh pilot screen % – further read-out of Spn DPM-DC inh, marked with its call; inhibition, %; measured here: pilot screen trials
The depositor's hits bear a star. Unless noted, no stated cut-off is given here; in the data, active means cytotoxicity above about 50%; inactive means the rest.

Screening COc1ccc(C2C3=C(CC(C)(C)CC3=O)Oc3ncn4nc(-c5cccnc5)nc4c32)cc1OC (stereo not given) returned MK inhibit 4, Bfl-1 inhibitors -4%, Spn PMK inh 12, HT1080 viability -11%, Spn DPM-DC inh inactive, TNAP inhibition 1%, HPDE-C7 cytotoxicity 5% and KRASV12 cytotoxicity -3%.
`COc1ccc(S(=O)(=O)N2Cc3ccccc3CC2C(=O)Nc2ccc(O)cc2)cc1OC` (stereo not given) gave MK inhibit 5, Bfl-1 inhibitors 0%, Spn PMK inh 9, LYP phosphatase 6%, HT1080 viability -4%, Spn DPM-DC inh inactive, TNAP inhibition 17%, HPDE-C7 cytotoxicity 2%, KRASV12 cytotoxicity 5%, Spn PMK inh pilot replicates 3.5, MK inhibit pilot replicates 2.0 and Spn DPM-DC inh pilot screen % 4.0.
Cn1c(CNc2ccc(Cl)cc2)nc2ccccc21 was read as MK inhibit 3, Bfl-1 inhibitors 9%, Spn PMK inh 0, LYP phosphatase -7%, HT1080 viability 1%, Spn DPM-DC inh inactive, TNAP inhibition 8%, HPDE-C7 cytotoxicity -13% and KRASV12 cytotoxicity -10%.
`CCN1C(=O)Cc2cc(S(=O)(=O)N3CCOCC3)ccc21` gave MK inhibit 5, Bfl-1 inhibitors 4%, Spn PMK inh 4, LYP phosphatase -3%, HT1080 viability -4%, Spn DPM-DC inh inactive, TNAP inhibition 10%, HPDE-C7 cytotoxicity -6%, KRASV12 cytotoxicity 0%, Spn PMK inh pilot replicates 1.0, MK inhibit pilot replicates 0.0 and Spn DPM-DC inh pilot screen % 3.0.
For COc1ccc(N2CCN(c3nc4ccccc4n3CC(=O)c3ccccc3)CC2)cc1 the results were MK inhibit 12, Bfl-1 inhibitors -5%, Spn PMK inh 0, LYP phosphatase 11%, HT1080 viability 2%, Spn DPM-DC inh inactive, TNAP inhibition 7%, HPDE-C7 cytotoxicity -5% and KRASV12 cytotoxicity 2%.
CCOC(=O)C1CCN(C(=O)C2CCCCC2)CC1 was read as MK inhibit 4, Bfl-1 inhibitors -4%, Spn PMK inh 3, LYP phosphatase 6%, HT1080 viability -7%, Spn DPM-DC inh inactive, TNAP inhibition 0%, HPDE-C7 cytotoxicity -3% and KRASV12 cytotoxicity -6%.
Cc1cc2nc(-c3ccc(NC(=O)C(C)C)cc3)oc2cc1C was read as MK inhibit 0, Bfl-1 inhibitors 2%, Spn PMK inh 0, LYP phosphatase 1%, HT1080 viability 6%, TNAP inhibition 6%, HPDE-C7 cytotoxicity 17% and KRASV12 cytotoxicity 20%.
`Cc1cc(Oc2ccc(-c3ccccc3)cc2)n2ncnc2n1` gave MK inhibit 3, Bfl-1 inhibitors -14%, Spn PMK inh 14, LYP phosphatase 18%, HT1080 viability -4%, Spn DPM-DC inh inactive, TNAP inhibition 5%, HPDE-C7 cytotoxicity 0% and KRASV12 cytotoxicity -3%.
For Cc1cccc2cc(C#N)c(SCC(=O)N3CCC(C)CC3)nc12 the results were MK inhibit 6, Bfl-1 inhibitors 1%, Spn PMK inh 14, HT1080 viability -4%, Spn DPM-DC inh inactive, TNAP inhibition 8%, HPDE-C7 cytotoxicity 8% and KRASV12 cytotoxicity 3%.
Screening CC1CC(C)CN(CCCNC(=O)CNC(=O)Cn2ccc3ccccc3c2=O)C1 (stereo not given) returned MK inhibit 1, Bfl-1 inhibitors -9%, Spn PMK inh 18, LYP phosphatase 18%, HT1080 viability 1%, Spn DPM-DC inh inactive, TNAP inhibition 9%, HPDE-C7 cytotoxicity -3% and KRASV12 cytotoxicity 6%.
Screening CCOC(=O)c1ccc(Nc2c(CC)c(C)nc3ncnn23)cc1 returned MK inhibit 4, Bfl-1 inhibitors 1%, Spn PMK inh 4, LYP phosphatase 5%, HT1080 viability -1%, Spn DPM-DC inh inactive, TNAP inhibition -1%, HPDE-C7 cytotoxicity -33% and KRASV12 cytotoxicity -16%.
For C1=CN2CCC1C(c1ccccc1)C2 (stereo not given) the results were MK inhibit 9, Bfl-1 inhibitors 3%, Spn PMK inh 4, LYP phosphatase 9%, HT1080 viability 6%, Spn DPM-DC inh inactive, TNAP inhibition 3%, HPDE-C7 cytotoxicity 0% and KRASV12 cytotoxicity -5%.
For O=C(CSc1nnc(Cc2cc(=O)[nH]c(=O)[nH]2)n1-c1ccc(F)cc1)N1CCCCC1 the results were MK inhibit 2, Bfl-1 inhibitors 3%, Spn PMK inh 5, LYP phosphatase 5%, HT1080 viability -12%, Spn DPM-DC inh inactive, TNAP inhibition 5%, HPDE-C7 cytotoxicity -10% and KRASV12 cytotoxicity -5%.
For CC(C)Oc1ccccc1-c1nc(SCC(=O)O)n[nH]1 the results were MK inhibit 6, Bfl-1 inhibitors -3%, Spn PMK inh 6, LYP phosphatase -4%, HT1080 viability 1%, Spn DPM-DC inh inactive, TNAP inhibition 6%, HPDE-C7 cytotoxicity -4% and KRASV12 cytotoxicity -4%.
`CCOc1ccccc1N1CCN(C(=O)c2ccccc2)CC1` gave MK inhibit 0, Bfl-1 inhibitors -5%, Spn PMK inh 9, LYP phosphatase 5%, HT1080 viability 2%, Spn DPM-DC inh inactive, TNAP inhibition 8%, HPDE-C7 cytotoxicity 2% and KRASV12 cytotoxicity -3%.

The final three entries of the section before come first, to join the parts.
For O=C(CSc1nnc(Cc2cc(=O)[nH]c(=O)[nH]2)n1-c1ccc(F)cc1)N1CCCCC1 the results were MK inhibit 2, Bfl-1 inhibitors 3%, Spn PMK inh 5, LYP phosphatase 5%, HT1080 viability -12%, Spn DPM-DC inh inactive, TNAP inhibition 5%, HPDE-C7 cytotoxicity -10% and KRASV12 cytotoxicity -5%.
For CC(C)Oc1ccccc1-c1nc(SCC(=O)O)n[nH]1 the results were MK inhibit 6, Bfl-1 inhibitors -3%, Spn PMK inh 6, LYP phosphatase -4%, HT1080 viability 1%, Spn DPM-DC inh inactive, TNAP inhibition 6%, HPDE-C7 cytotoxicity -4% and KRASV12 cytotoxicity -4%.
`CCOc1ccccc1N1CCN(C(=O)c2ccccc2)CC1` gave MK inhibit 0, Bfl-1 inhibitors -5%, Spn PMK inh 9, LYP phosphatase 5%, HT1080 viability 2%, Spn DPM-DC inh inactive, TNAP inhibition 8%, HPDE-C7 cytotoxicity 2% and KRASV12 cytotoxicity -3%.
`CC(=O)NC1(C(F)(F)F)C(=O)Nc2c1c(=O)[nH]c(=O)n2Cc1ccco1` (stereo not given) gave MK inhibit 5, Bfl-1 inhibitors 0%, Spn PMK inh 0, LYP phosphatase 4%, HT1080 viability 2%, Spn DPM-DC inh inactive, TNAP inhibition 10%, HPDE-C7 cytotoxicity 7% and KRASV12 cytotoxicity -16%.
For O=C(CSc1nnc(-c2cnccn2)n1Cc1ccco1)c1ccc2ccccc2c1 the results were MK inhibit 0, Bfl-1 inhibitors -8%, Spn PMK inh 12, LYP phosphatase -5%, Spn DPM-DC inh inactive, TNAP inhibition 11%, HPDE-C7 cytotoxicity -2% and KRASV12 cytotoxicity 0%.
For CCOC(=O)CSc1nnc(CNc2ccccc2Cl)n1-c1ccccc1 the results were MK inhibit 0, Bfl-1 inhibitors -1%, Spn PMK inh 0, LYP phosphatase 15%, HT1080 viability -13%, Spn DPM-DC inh inactive, TNAP inhibition 8%, HPDE-C7 cytotoxicity 9% and KRASV12 cytotoxicity 12%.
`COc1cccc(CNC(=O)c2ccc3nc[nH]c3c2)c1` gave MK inhibit 1, Bfl-1 inhibitors -1%, Spn PMK inh 9, LYP phosphatase 7%, HT1080 viability -3%, Spn DPM-DC inh inactive, TNAP inhibition -6%, HPDE-C7 cytotoxicity -6% and KRASV12 cytotoxicity -6%.
Screening OC(COc1ccc(Br)cc1)CN1CCOCC1 (stereo not given) returned MK inhibit 0, Bfl-1 inhibitors -4%, Spn PMK inh 14, LYP phosphatase 11%, HT1080 viability -2%, Spn DPM-DC inh inactive, TNAP inhibition 8%, HPDE-C7 cytotoxicity -4% and KRASV12 cytotoxicity 10%.
For CSCC[C@@H](Nc1nc(-c2ccccc2)nc2c1oc1ccccc12)C(=O)O the results were MK inhibit 7, Bfl-1 inhibitors -10%, Spn PMK inh 10, LYP phosphatase 4%, HT1080 viability -5%, Spn DPM-DC inh inactive, TNAP inhibition 15%, HPDE-C7 cytotoxicity 7%, KRASV12 cytotoxicity 20%, Spn PMK inh pilot replicates 1.0, MK inhibit pilot replicates 0.0 and Spn DPM-DC inh pilot screen % 0.0.
COc1cccc(NC(=O)C2C3C=CC4(O3)C2C(=O)N(C(C)C)C4C(=O)NC2CCCCC2C)c1 (stereo not given) was read as MK inhibit 10, Bfl-1 inhibitors 1%, Spn PMK inh 15, LYP phosphatase -4%, HT1080 viability -2%, Spn DPM-DC inh inactive, TNAP inhibition 20%, HPDE-C7 cytotoxicity 8%, KRASV12 cytotoxicity 10%, Spn PMK inh pilot replicates 4.5, MK inhibit pilot replicates 1.5 and Spn DPM-DC inh pilot screen % 0.0.
Screening CCc1nc(NC(C)C)c2oc3ccccc3c2n1 returned MK inhibit 15, Bfl-1 inhibitors 5%, Spn PMK inh 0, HT1080 viability -6%, Spn DPM-DC inh inactive, TNAP inhibition 12%, HPDE-C7 cytotoxicity -13% and KRASV12 cytotoxicity -7%.
Screening Cc1cc(=O)n2[nH]c(C)c(-c3ccccc3)c2n1 returned MK inhibit 0, Bfl-1 inhibitors -12%, Spn PMK inh 17, LYP phosphatase -7%, HT1080 viability -1%, Spn DPM-DC inh inactive, TNAP inhibition 2%, HPDE-C7 cytotoxicity -5% and KRASV12 cytotoxicity -7%.
CC(=O)c1ccc(OCC(O)CN(C)Cc2cccs2)cc1 (stereo not given) was read as MK inhibit 27, Bfl-1 inhibitors -3%, Spn PMK inh 10, LYP phosphatase 7%, HT1080 viability 3%, Spn DPM-DC inh inactive, TNAP inhibition 10%, HPDE-C7 cytotoxicity 5% and KRASV12 cytotoxicity 14%.
